VLA-4 allo ag = enhancers of LDV-FITC binding to VLA-4 integrin, primary screen, Jurkat cells, flow cytometry. Integrin alpha-4 (Homo sapiens), P13612. activation, % at 10 µM (by protocol). 24,000 tested, under 10 active;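 active = fluorescent ligand binding to cells raised by more than 40% of the manganese-induced maximum; inconclusive = compound's own fluorescence above 85% of the ligand control signal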;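 also: 0% = ligand binding without compound and 100% = manganese-stimulated maximal binding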
Target sequence (P13612 whole entry, looked up): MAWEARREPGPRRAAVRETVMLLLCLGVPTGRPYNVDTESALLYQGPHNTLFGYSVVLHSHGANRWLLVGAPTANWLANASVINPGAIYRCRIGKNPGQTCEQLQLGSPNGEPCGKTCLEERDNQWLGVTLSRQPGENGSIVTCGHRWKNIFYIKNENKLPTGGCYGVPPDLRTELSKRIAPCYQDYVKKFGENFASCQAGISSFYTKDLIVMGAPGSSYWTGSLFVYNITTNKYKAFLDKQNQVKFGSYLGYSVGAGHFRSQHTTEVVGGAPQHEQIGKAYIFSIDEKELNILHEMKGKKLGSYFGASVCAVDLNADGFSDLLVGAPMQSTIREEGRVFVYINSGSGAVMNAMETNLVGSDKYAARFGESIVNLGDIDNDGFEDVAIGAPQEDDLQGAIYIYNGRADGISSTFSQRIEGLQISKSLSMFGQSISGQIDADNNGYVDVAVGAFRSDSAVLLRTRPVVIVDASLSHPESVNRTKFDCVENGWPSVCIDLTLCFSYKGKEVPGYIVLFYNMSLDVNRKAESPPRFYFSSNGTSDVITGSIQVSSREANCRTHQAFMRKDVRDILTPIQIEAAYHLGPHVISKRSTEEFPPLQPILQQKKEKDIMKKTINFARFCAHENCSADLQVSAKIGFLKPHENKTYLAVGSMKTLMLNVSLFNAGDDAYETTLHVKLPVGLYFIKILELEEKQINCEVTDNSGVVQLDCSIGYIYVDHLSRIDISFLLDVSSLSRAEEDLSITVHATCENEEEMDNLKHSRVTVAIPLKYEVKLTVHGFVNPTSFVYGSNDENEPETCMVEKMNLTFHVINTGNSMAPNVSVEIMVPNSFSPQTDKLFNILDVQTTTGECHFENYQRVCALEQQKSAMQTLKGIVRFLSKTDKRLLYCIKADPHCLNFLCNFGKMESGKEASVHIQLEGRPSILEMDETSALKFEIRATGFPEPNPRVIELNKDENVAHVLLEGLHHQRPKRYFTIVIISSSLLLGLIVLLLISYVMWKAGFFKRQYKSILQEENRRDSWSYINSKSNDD
VLA-4 antagonist = inhibitors of LDV-FITC binding to Mn2+-activated VLA-4, primary screen, Jurkat cells | Integrin alpha-4 (Homo sapiens), P13612 | LDV-FITC binding with Mn2+, flow cytometry; 100% = Mn2+-driven binding gain fully reversed | inhibition, % at 10 µM (by protocol) | hit rate 0.2% among 24,000 | AID 529, 2006;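 active = inhibition above 50%; inconclusive = compound itself fluorescent, judged against control cell fluorescence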;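 also: 0% = Mn2+ stimulated cells lacking compound and 100% = ligand binding without Mn2+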
Jurkat autofluor = compound autofluorescence on Jurkat cells, primary screen, artefact control for VLA-4 allosteric ligand project, cell-based, flow cytometry | fluorescence ratio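 (tested at 10 µM compound in the well)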 | AID 576, 2007 | hits give high values; 1 = vehicle-only cell background | hit rate 0.61% among 24,000;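 active = fluorescence ratio above 2.44, which is 1 plus 3 SD of all ratios; inconclusive = signal too bright to measure linearly, ratio around 10 or more; inactive = fluorescence ratio below 2.44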;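 also: green fluorescence of cells measured with 488 nm excitation and 530 nm emission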
Prostate diff = activators of LNCaP prostate cell differentiation, primary screen, flow cytometry side scatter. 4 d. side scatter shift, % at 10 µM. hit rate 0.56% among 24,000;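 active = side scatter shift above 30%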;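 also: androgen-responsive LNCaP prostate cancer cells in charcoal-stripped serum medium; percent of cells past a gate set so DMSO wells show 10% shift; higher shift means more granular cells and more differentiation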
Active calls of the source: *; ? = inconclusive; & = joins results of further samples.

SMILES	VLA-4 allo ag	VLA-4 antagonist	Jurkat autofluor	Prostate diff
Cc1ccc(-n2nc3c(c2NC(=O)c2ccc4c(c2)OCO4)CS(=O)C3)cc1 (configuration not stated)	-4	-3	0.97	22
COC(=O)Cn1c(=NC(=O)CSCC(=O)NC2CCCCC2)sc2cc(OC)ccc21	0	-2	0.99	6
CC(C)c1[nH]nc2c1C(c1cccc(OC(=O)N3CCOCC3)c1)C(C#N)=C(N)O2 (configuration not stated)	2	5	1.1	1
CCOC(=O)c1oc2ccccc2c1NC(=O)COC	-6	-2	1.1	6
C=CCN1C(=O)/C(=C2/Sc3ccccc3N2C)SC1=Nc1c(C)n[nH]c1C	-6	6	0.95	14
CCCCOc1ccc(C(=O)CCN2CCCCC2)cc1	4	-11	1.1	5
O=C1CC(c2ccccc2)C(C(=O)O)N1 (configuration not stated)	2	2	1	12
COc1ccccc1-n1cnc(N)c1C(C)=O	-4	-30	0.95	10
COC(=O)c1ccc(CSc2nc3c(c(=O)n2-c2ccc(Br)cc2)SCC3)o1	4	-3	1.1	5
CC(=O)c1ccc(NC(=O)CN2C(=O)COc3ccc(Cl)cc32)cc1	4	-10	0.91	10
Cn1c(=O)[nH]c(=O)c2c1nc(N1CCCCC1)n2CCSc1ncccn1	-2	-5	0.97	2
Cc1nn(C)c(C)c1S(=O)(=O)N(CC(=O)NCCCOC(C)C)c1ccc(C(C)C)cc1	5	-9	0.88	5
Cc1ccc(CNC(=O)c2cc3c(-c4ccc(Cl)cc4)nn(C)c3s2)o1	?	?	1.2	4
O=C(NCCN1CCCC1)c1ccc(Cn2c(=S)[nH]c3cc4c(cc3c2=O)OCO4)cc1	3	-17	1.1	1
CCOCC(=O)Nc1nc2ccc(OC)cc2s1	-2	-28	1	10
CCN(CCCNC(=O)CCn1c(=O)[nH]c2ccccc2c1=O)c1cccc(C)c1	-4	-7	1.1	15
COCCNC(=O)CN1C(=O)CSc2cc(S(=O)(=O)N3CCCCCC3)ccc21	3	-6	1	20
COC(=O)c1c(NC(=O)CSc2nnnn2C)sc(C)c1C	2	-16	1	6
Cn1cnc2c1c(=O)[nH]c(=O)n2C	-6	-8	0.97	4
CCCCOC(=O)CSC1=C(C#N)C(c2ccccc2OCC)C(C#N)C(=O)N1 (configuration not stated)	11	-18	1	17
Nc1nc(Nc2ccccc2Br)nc(C(F)(F)F)n1	-3	-32	1.1	6
COc1ccc(CNS(=O)(=O)c2ccc3oc(C(=O)O)c(C)c3c2)cc1	-7	-18	0.97	7
O=C(c1cccc(Cl)c1)N1CCN(Cc2ccncc2)CC1	2	-10	1.1	5
Cc1ccc(-c2ccc(=O)n(CC(=O)NCCCN3CCCCC3C)n2)cc1 (configuration not stated)	4	-12	1	5
CCN(c1ccc(OC)cc1)S(=O)(=O)c1ccc2c(c1)CCN2C(=O)CCC(=O)O	4	-1	1	9
CC(=O)Nc1ccc(Oc2cc(C#N)c(C#N)cc2N2CCCCCC2)cc1	0	1	1	16
O=S(=O)(NC1CCCC1)c1ccc(S(=O)(=O)N2CCc3ccccc32)cc1	1	0	1	8
CN(C)Cc1cn(CCC(=O)O)c2ccccc12	?	?	1.1	10
Cc1nc(C)c(C(=O)NCc2ccc(Cl)cc2)o1	2	9	1.1	25
COCC(=O)Nc1c(C(=O)Nc2cccc(OC)c2)oc2ccccc12	0	0	1.1	7
CCOc1ccc(-n2c(C)nc3cc(C(=O)NCCCN4CCOCC4)ccc32)cc1	-2	-14	1	12
CCn1c(=O)cc(SCC(=O)NCCCN2CCN(c3ccccc3F)CC2)c2ccccc21	-1	17	1.1	49*
CC1CC(C)CN(Cc2nc3c(c(=O)n(C)c(=O)n3C)n2Cc2ccccc2Cl)C1 (configuration not stated)	-4	0	1	5
CCOC(=O)c1cnc2cc3c(cn2c1=O)CCCC3	-2	9	1.1	24
O=C(NCCCN1CCN(c2cccc(Cl)c2)CC1)c1ccc(N2CCCC2=O)cc1	-3	4	0.96	7
Cc1cc2cc(CNC(=O)CCC(=O)O)ccc2[nH]1	-1	2	1.1	12

Single records (already shown). Screens in order: VLA-4 allo ag, VLA-4 antagonist, Jurkat autofluor, Prostate diff
Record of CCN(c1ccc(OC)cc1)S(=O)(=O)c1ccc2c(c1)CCN2C(=O)CCC(=O)O : 4, -1, 1, 9
Record of O=C(NCCCN1CCN(c2cccc(Cl)c2)CC1)c1ccc(N2CCCC2=O)cc1 : -3, 4, 0.96, 7
Record of CC(=O)Nc1ccc(Oc2cc(C#N)c(C#N)cc2N2CCCCCC2)cc1 : 0, 1, 1, 16
Record of Cc1cc2cc(CNC(=O)CCC(=O)O)ccc2[nH]1 : -1, 2, 1.1, 12
Record of CCn1c(=O)cc(SCC(=O)NCCCN2CCN(c3ccccc3F)CC2)c2ccccc21 : -1, 17, 1.1, 49*

More results
SMILES	VLA-4 allo ag	VLA-4 antagonist	Jurkat autofluor	Prostate diff
O=C(CC1Oc2ccccc2NC1=O)NCc1ccccc1 (configuration not stated)	0	-5	1	14
CC1(C)Cc2c(sc3ncnc(N)c23)CO1	-3	-17	1.1	3
Cc1oc(-c2cccc(Cl)c2)nc1CN1CCC(C(=O)NCC2CCCO2)CC1 (configuration not stated)	?	?	1.1	11
CCOc1cc2c(cc1OCC)C(c1ccc(O)c(OC)c1)NCC2 (configuration not stated)	0	-10	1.1	1
CCN1C(=O)CC(C(=O)Nc2ccc(F)cc2)SC1=Nc1cccc(OC)c1 (configuration not stated)	-4	9	1.1	6
CC(=O)c1cccc(NC(=O)Nc2ccc3c(c2)N(C)C(=O)CS3)c1	?	?	1.4	6
O=C(CSc1nnc(Cc2cc(=O)[nH]c(=O)[nH]2)n1-c1ccc(F)cc1)N1CCCCC1	1	-11	0.99	6
CCCOC(=O)C1[C@H]2C(=O)N(CCCOC)C[C@]23C=C[C@H]1O3 (some centres not stated)	-6	11	1	13
COc1ccc(CCN2CC(C#N)=C3c4cc(OC)c(OC)cc4CCN3C2)cc1OC	-1	-3	1.1	9
CC1CC(C)CN(CCCNC(=O)CNC(=O)Cn2ccc3ccccc3c2=O)C1 (configuration not stated)	0	-6	1.1	9
CCN(CC)C(=O)CCC(=O)Nc1ccc(C(=O)OC)cc1	-1	-35	1.1	15
C1=CN2CCC1C(c1ccccc1)C2 (configuration not stated)	3	-1	0.84	8
CCCN(CCC)S(=O)(=O)c1ccc(C(=O)Nc2nnc(CSC)o2)cc1	6	14	1	7
CCCCOc1ccc(C(=O)Nc2cccc(C)n2)cc1	-12	32	1.2	4
O=C(Nc1cccc(O)c1)C1CCCN1C(=O)OCc1ccccc1 (configuration not stated)	-7	-8	1	3
CCC(=O)N1CCN=C1SCc1ccccc1	6	0	0.87	8
O=C(NCC1CCCO1)c1cccc(N2C(=O)C3C4C=CC(C4)C3C2=O)c1 (configuration not stated)	-1	-8	1.1	9
CCn1c(=O)cc(SCC(=O)N2CCN(c3ccccn3)CC2)c2ccccc21	-16	13	1.1	7
CCN1C(=O)Cc2cc(S(=O)(=O)N3CCOCC3)ccc21	-8	-6	1.1	8
CCC1Oc2ccc(C)cc2N(CC(=O)NCCN2CCCCCC2)C1=O (configuration not stated)	6	-2	1	14
O=C(CCN1C(=O)C2C3C=CC(C3)C2C1=O)Nc1nccs1 (configuration not stated)	?	?	1.1	9
COc1ccc(S(=O)(=O)N2Cc3ccccc3CC2C(=O)Nc2ccc(O)cc2)cc1OC (configuration not stated)	1	0	1.1	7
CC1=C(C#N)C(c2ccoc2)C(C(=O)OCc2ccccc2)=C(N)S1 (configuration not stated)	-8	12	1.1	9
O=C(Cn1cc2c(n1)CCCCC2)NCc1cccs1	4	-9	1	15

Quoted from the listing.
Result of CCC(=O)N1CCN=C1SCc1ccccc1 in Prostate diff: 8
Result of CCCN(CCC)S(=O)(=O)c1ccc(C(=O)Nc2nnc(CSC)o2)cc1 in VLA-4 antagonist: 14
Result of O=C(CCN1C(=O)C2C3C=CC(C3)C2C1=O)Nc1nccs1 (configuration not stated) in Jurkat autofluor: 1.1
Result of O=C(Nc1cccc(O)c1)C1CCCN1C(=O)OCc1ccccc1 (configuration not stated) in Jurkat autofluor: 1
Result of CCn1c(=O)cc(SCC(=O)N2CCN(c3ccccn3)CC2)c2ccccc21 in Jurkat autofluor: 1.1

Part of the list above, set out differently:
O=C(NCC1CCCO1)c1cccc(N2C(=O)C3C4C=CC(C4)C3C2=O)c1 (configuration not stated)
  VLA-4 allo ag: -1
  VLA-4 antagonist: -8
  Jurkat autofluor: 1.1
  Prostate diff: 9

CC1=C(C#N)C(c2ccoc2)C(C(=O)OCc2ccccc2)=C(N)S1 (configuration not stated)
  VLA-4 allo ag: -8
  VLA-4 antagonist: 12
  Jurkat autofluor: 1.1
  Prostate diff: 9

(cont.)
SMILES	VLA-4 allo ag	VLA-4 antagonist	Jurkat autofluor	Prostate diff
COc1ccccc1NC(=O)N1CCN(c2ccccn2)CC1	-14	-3	0.99	17
COc1cccc(-c2noc(CCC(=O)NC3CCCCC3)n2)c1	6	-36	1.1	22
CCOC(=O)CNC(=O)Cn1cnc2c(nnn2-c2ccc(F)cc2)c1=O	1	14	1	1
CCCCOc1cc(C(=O)NCCN(CC)CC)c2ccccc2n1	4&-4	-2&-14	1&0.99	7&4
Cn1cccc1Cc1nnc(SCC(=O)Nc2ccc(F)cc2)n1CCc1ccccc1	0	7	1.1	6
CC(C)Cn1c(CN2CCCCC2C)nc2c1c(=O)n(C)c(=O)n2C (configuration not stated)	-4	-2	1.1	4
Cc1ccc(Cc2c(C)nc3c(C(=O)O)cnn3c2C)cc1	3	-11	1.1	9
O=c1[nH]ncc2c3ccccc3n(Cc3ccc(F)cc3)c12	-9	10	1.1	8
CCOc1ccc(-c2cn(S(=O)(=O)c3cccc4nsnc34)nc2N)cc1	-12	1	0.93	5
Cc1ccc(-c2nnc3ccc(SCC(=O)Nc4cc(C)on4)nn23)cc1	5	47	1	18
CCOc1ccccc1NC(=O)N1CCCC1C(=O)Nc1nnc(CC)s1 (configuration not stated)	0	-8	1	11
CCn1c(SCC(=O)NC2CCCCC2)nc2c(c1=O)SC(C)C2 (configuration not stated)	21	-20	0.71	8
O=C(OCCCN1CCCC1)C1(c2ccccc2)CCCC1	-3	-5	1	9
CCOc1ccc(NC(=O)CN2CCN(CC(=O)Nc3ccc(F)c(F)c3)CC2)cc1	-17	6	1	1
CN(c1nnc(N)s1)C1CCCCC1	10	-3	1.1	10
CCOc1ccc(S(=O)(=O)Nc2ccccc2C(=O)Nc2ccccc2N2CCOCC2)cc1	2	-24	1	12
NC(=O)N1c2ccccc2C=Cc2ccccc21	-2	-2	0.95	5
CCc1ccc(NC(=O)c2noc3c2CCCCC3)cc1	-1	0	1.1	10
O=C(NCCN1CCCCCC1)c1ccc(N2CCCC2=O)cc1	6	-34	1.1	12
CCCCN(CCCC)CCn1cnc2c([nH]c3ccc(OC)cc32)c1=O	4	-10	1	8
CC1CCCCC1NC(=O)CN(C)S(=O)(=O)c1cccc2nsnc12 (configuration not stated)	3	-1	1.1	10
O=C(NCCc1cn2ccccc2n1)c1ccccc1F	15	-11	0.7	10
N#CC1=C(N)N(c2ccc(Br)cc2)C2=C(C(=O)CCC2)C1c1cccnc1 (configuration not stated)	0	-6	1	5
O=C1c2ccccc2C(O)N1c1ccc(Cl)cc1 (configuration not stated)	5	5	0.92	13
CC(C(=O)O)C1SC(=O)NC1=O (configuration not stated)	8	-8	0.95	1
CCCC1(C(=O)OC)NC(c2cc(OC)c(OC)c(OC)c2)C2C(=O)N(CC)C(=O)C21 (configuration not stated)	9	-1	1.1	12
O=C1NCCCc2c1no[n+]2[O-]	0	-18	1	9
CCOC(=O)Cn1c(=O)oc2cc(S(=O)(=O)Nc3cccc(C)c3)ccc21	?	?	1.4	6
O=C(NC1CCCCCC1)C1CCN(S(=O)(=O)N2CCC3(CC2)OCCO3)CC1	9	7	1	9
Cc1ncoc1C(=O)Nc1cccc(Cl)c1C	0	-6	1	3
CC(=O)Nc1nonc1-n1nnc(C(=O)NCc2ccccc2)c1C	1	1	1.2	6
COc1ccc(C(=O)N2CCN(c3ccc(C)cc3C)CC2)cc1OC	-8	-2	1.1	14
COc1cc(NC(=O)NC(C)(C(F)(F)F)C(F)(F)F)cc(OC)c1OC	8	-14	1.1	15
CC(C)CCNC(=O)C(c1cccs1)N(CC1CCCO1)C(=O)Cn1nnc2ccccc21 (configuration not stated)	-8	-13	1.1	4
CC(=O)Nc1ccc(S(=O)(=O)NC(CC(=O)NC2CCCCC2C)C(C)C)cc1 (configuration not stated)	-5	11	0.97	8
Cc1ccccc1NC(=O)CC1SC(=NC2CCCCC2)NC1=O (configuration not stated)	2	-4	1	4
COc1ccc(OC)c(-c2cc(C(=O)NCCN3CCOCC3)no2)c1	2	12	0.94	2
Cc1cc(C)cc(-n2nnc(C(=O)NCc3ccccc3Cl)c2N)c1	?	?	2.8*	3
O=C(c1c[nH]c2ccc(S(=O)(=O)N3CCC4(CC3)OCCO4)cc2c1=O)N1CCOCC1	-8	-10	1.1	6
Cc1ccc(CNC(=O)CCCNS(=O)(=O)c2cccc3nonc23)cc1	1	13	1.1	5
Cn1c(=O)c(C(=S)NC(=O)C2CC2)c(N)n(Cc2ccccc2)c1=O	7	-20	1.1	14

Source: PubChem BioAssay

This is a subset. The share of hits here may be higher or lower than overall.
